# Source: PubChem (National Center for Advancing Translational Sciences (NCATS))
# GCN5L2 inh – inhibitors of human GCN5L2 histone acetyltransferase; AID 504327; 0.21% of 390,000 active; GCN5L2 HAT assay, ThioGlo1 CoA-SH fluorescence; Potency, µM (top dose mostly 58.9 µM), without a hit: top-dose activity change, negative = inhibition, hits mostly inhibitors
#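 Enzyme at 20nM final was mixed with library compounds for 15 min at room temperature. Peptide H3(1-25) at 75uM, acetyl-CoA at 70uM and ThioGlo1 at 50uM were then added. Plates were read immediately and after 20 min (Ex340nm/Em540nm).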
# FEN1 inh – human FEN1 inhibition; P39748; Recombinant FEN1 flap cleavage, fluorescence, 15 min; Potency, µM (titrated, usually from 114 µM), for inactives: top-dose activity change, negative = inhibition, hits mostly inhibitors; 0.35% of 390,000 active; AID 588795; also: nearly all actives have a fitted effect of over 65% in size
# Target sequence (P39748 whole entry, looked up): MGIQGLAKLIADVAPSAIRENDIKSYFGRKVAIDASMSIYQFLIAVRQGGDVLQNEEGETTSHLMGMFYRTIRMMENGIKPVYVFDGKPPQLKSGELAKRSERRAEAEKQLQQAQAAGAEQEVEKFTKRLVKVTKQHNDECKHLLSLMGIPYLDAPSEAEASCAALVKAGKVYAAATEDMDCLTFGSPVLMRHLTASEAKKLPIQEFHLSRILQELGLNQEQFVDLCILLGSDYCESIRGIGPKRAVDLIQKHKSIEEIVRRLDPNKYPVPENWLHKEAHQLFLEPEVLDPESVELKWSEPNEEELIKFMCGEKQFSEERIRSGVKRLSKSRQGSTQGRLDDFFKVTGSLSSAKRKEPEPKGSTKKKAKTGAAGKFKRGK
#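 Compounds are tested as a concentration series against 10 nM FEN1; after a 15 min room-temperature preincubation, 50 nM substrate starts cleavage, with plate reads at 0 and 15 min. Normalized responses are fitted by a Hill equation.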
# N370S GC mod – N370S glucocerebrosidase modulation, Gaucher chaperone candidate | P04062 | N370S GC spleen homogenate, 4MU-glucoside fluorescence | Potency, µM (top dose mostly 59.4 µM), for inactives: top-dose activity change, negative = inhibition, most hits filed as inhibitors | 0.092% of 330,000 active | AID 2101;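 also: 0% = full enzyme activity and -100% = no enzyme basal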
# * = called active by the depositor; ? = inconclusive; . = not tested or not shown; & = joins results of further samples. Calls follow the shape of the dose curve; as a rule, active = well fitted curve in the direction sought with a large enough effect; inconclusive = small, poorly fitted or top-dose-only effect, or another doubt; inactive = no such curve, though single readings can be large; an effect the other way counts as inactive or inconclusive. Unless noted, % is scaled to controls: 0 for no effect and ±100 for the full control effect; potency is read from the fitted curve at half-maximal effect.
# The line under a structure holds: N370S GC mod	GCN5L2 inh	FEN1 inh
1) CCCCN1C(=O)N(CCc2ccc(F)cc2)S(=O)(=O)c2cc(C(F)(F)F)ccc21
  .	-10%	0%
2) O=C(OCC1CCCO1)c1ccc2c(c1)N(Cc1cccc(F)c1)C(=O)c1ccccc1S2(=O)=O (stereo not drawn)
  .	-12%	2%
3) C/C(CC(=O)Nc1ccc(C)c(Cl)c1)=N\NC(=O)c1cccc(O)c1
  -5%	-26%	-5%
4) O=C(NCC12CC3CC(CC(C3)C1)C2)c1cc2nc(-c3ccc(Cl)cc3)cc(C(F)(F)F)n2n1
  .	-1%	-3%
5) C[C@@H]1CN([C@@H](C)CO)C(=O)c2cc(NC(=O)C3CC3)ccc2O[C@@H]1CN(C)Cc1ccc(Cl)c(Cl)c1
  .	-7%	-3%
6) CCCCOc1ccc(C(=O)Nc2onc3c2CCCC3)cc1
  .	-16%	-5%
7) C=CCN(Cc1ccc(OC)c(OC)c1)C(=O)c1cc2cc(F)ccc2[nH]1
  -9%	-2%	?
8) O=C(COC(=O)c1ccco1)Nc1cc(S(=O)(=O)N2CCCCC2)ccc1Cl
  .	-1%	10%
9) CN(Cc1cn[nH]c1-c1ccc(-c2ccccc2)cc1)CC1CCOCC1
  -10%	2%	4%
10) O=C(O)c1cc(-c2ccc(/C=C3\NC(=O)N(c4ccc(Cl)cc4)C3=O)o2)ccc1Cl
  -3%	-6%	?
11) O=C1c2ccccc2C(=O)C12OC2c1cccc2ccccc12 (stereo not drawn)
  -1%	-8%	-8%
12) O=C(Nc1nnc(S(=O)(=O)N2CCCCCC2)s1)c1ccccc1Cl
  0%	2%&-12%	18%&-6%
13) Cc1ccccc1-n1c(SCC(=O)NCC2CCCO2)nc2c([nH]c3ccccc32)c1=O (stereo not drawn)
  0%	-11%	-18%
14) C[C@H](NC(=O)c1[nH]cnc1C(=O)Nc1ccc(Cl)cc1)c1ccccc1
  .	-16%	-14%
15) CC(CCO)Nc1nc2c(c(=O)n(C)c(=O)n2C)n1Cc1cccc(Br)c1 (stereo not drawn)
  0%	2%	7%
16) COc1ccc2c(c1)c(CC(=O)O)c(C)n2C(=O)c1ccc(Cl)cc1
  ?	-10%	8%
17) Cn1c(SCC(=O)N2CCCC2)nnc1-c1ccc2c(c1)OCO2
  -15%	-1%	21%
18) CN1CCN(C(=S)Nc2cccc(S(=O)(=O)N(C)C)c2)CC1
  0%	-3%	10%
19) CCOC(=O)Cn1cc(C#N)c2cccc(CC)c21
  11%	?	11%
20) CCOC(=O)/C=c1\s/c(=C\c2ccccc2OC)c(=O)n1CC(=O)N1CCOCC1
  -22%	-12%	5%

# Next records follow:
# The line under a structure holds: N370S GC mod	GCN5L2 inh	FEN1 inh
21) CCOc1ccc(N(CC(=O)Nc2nccs2)S(=O)(=O)c2c(C)[nH]c(=O)[nH]c2=O)cc1
  -14%	-2%	-7%
22) CCCN(Cc1cc2cccc(C)c2[nH]c1=O)S(C)(=O)=O
  5%	-4%	-5%
23) COc1ccc(-c2nnc(-c3cccs3)o2)cc1OC
  4%	-3%	2%
24) COc1ccsc1C(=O)N1CCN(Cc2ccc3c(c2)OCO3)CC1
  9%	1%	-1%
25) CC(C)(C)C(=O)c1cnc(Nc2ccccc2Cl)s1
  19%	.	?
26) Cc1cc(NC2CCCCC2)n2c(n1)nc1ccccc12
  18%	-2%	20%
27) CC(=O)Nc1ccc(NC(=O)C(C)Sc2nnc(C3CC3)n2-c2ccccc2)cc1 (stereo not drawn)
  .	-15%	3%
28) Cc1c(C)c2ccc(OCC(=O)N3CCC(C(=O)O)CC3)cc2oc1=O
  0%	-23%	0%
29) Cc1ccc2[nH]c3c(N4CCN(Cc5ccccc5)CC4)ncnc3c2c1
  ?	-3%	?
30) COc1ccc(CNC(=O)COC(=O)c2c(-c3c(F)cccc3Cl)noc2C)cc1OC
  5%	2%	-18%
31) CCOC(=O)c1c(-c2ccc(C)o2)csc1NC(=S)NC(=O)N(C)C
  7%	-9%	-10%
32) CC(C)Sc1nc2c([nH]c3ccccc32)c(=O)n1C
  7%	-6%	-11%
33) O=C(NP(=O)(N1CCCC1)N1CCCC1)C1=C(N2CCOCC2)/C(=C/c2cccc([N+](=O)[O-])c2)CC1
  -9%	-16%	3%
34) Cc1cc(OCC(=O)NC(Cc2c[nH]c3ccccc23)C(=O)O)ccc1Cl (stereo not drawn)
  .	-3%	-5%
35) C/C=C/c1ccc(OCC(=O)Nc2cc(C(F)(F)F)ccc2N2CCOCC2)c(OC)c1
  1%	-1%	0%
36) O=C(C1COc2ccccc2O1)N1CCN(c2ccccc2Cl)CC1 (stereo not drawn)
  9%	-13%	7%
37) COc1ccc(NC(=O)CN2C(=O)NC3(CCCc4ccccc43)C2=O)c(OC)c1 (stereo not drawn)
  .	-14%	-3%
38) O=C(Nc1cccnc1)c1ccc(NS(=O)(=O)c2cc([N+](=O)[O-])ccc2Cl)cc1
  -20%	-12%	-1%
39) CCOc1ccccc1C1C(C(=O)OC)=CN(C)C=C1C(=O)OC
  ?	-27%	6%
40) COc1ccc(C(C(=O)NC2CCCCC2)N(C(=O)c2ccco2)c2ccccc2C(C)=O)cc1 (stereo not drawn)
  -6%	-3%	0%

# Other entries
# The line under a structure holds: N370S GC mod	GCN5L2 inh	FEN1 inh
41) O=C(NCc1ccccn1)C(F)(F)C(F)(F)C(=O)NCc1ccccn1
  -1%	-2%	6%
42) COc1ccc(Cl)cc1NC(=O)Nc1ccc(C(=O)N2CCCC2)cc1
  -4%	-2%	-2%
43) O=S(=O)(c1ccc(SCc2ccccc2)nc1)N1CCCCC1
  .	-2%	-4%
44) CC(=O)c1ccc(NC(=O)CSc2nccn2Cc2ccc3c(c2)OCO3)cc1
  .	0%	11%
45) CC1=CC2=NC(=O)/C(=C\c3ccc(OC(=O)c4ccco4)cc3)C(=N)N2O1
  4%	-5%	14%
46) CC1CN(C(=O)CSc2nnc(-c3cccs3)n2N)CC(C)O1 (stereo not drawn)
  .	-7%	-14%
47) O=C(CN1CCN(S(=O)(=O)c2ccc(Cl)cc2)CC1)NCc1cccs1
  1%	-6%	-2%
48) O=C1Nc2ccccc2C12OCCO2
  3%	-1%	-4%
49) COc1ccc(NC(=O)C2C3C=CC4(O3)C2C(=O)N(CCCN2CCCCC2)C4C(=O)NC2CCCC(C)C2C)cc1 (stereo not drawn)
  -9%	-20%	7%
50) Cn1c(=O)c(=O)n(C)c2cc(S(=O)(=O)CCC(=O)Nc3c(F)c(F)c(F)c(F)c3F)ccc21
  0%	-22%	19%
51) COc1cccc(CN2CC(C(=O)NCCOc3ccccc3)CCC2=O)c1 (stereo not drawn)
  -4%	-4%	17%
52) O=c1c2cc(NC(=S)N3CCC(N4CCCCC4)CC3)ccc2nc2n1CCCCC2
  1%	-3%	-13%
53) Cc1ccc(Cn2c(=N)c(S(=O)(=O)c3ccc(C)cc3)cc3c(=O)n4ccccc4nc32)cc1
  2%	-5%	18%
54) OCCC1CN(Cc2cn[nH]c2C2CCCCC2)CCN1Cc1ccccc1 (stereo not drawn)
  -6%	3%	-2%
55) c1ccc(-n2cnnc2SCc2nc3ccccc3s2)cc1
  -3%	-2%	0%
56) Cc1ccc(-n2cc(-c3ccccc3)c3c(=O)[nH]cnc32)cc1
  15%	-3%	11%
57) CC1CC(C)CN(S(=O)(=O)c2ccc(C(=O)Nc3nnc(-c4cccs4)o3)cc2)C1 (stereo not drawn)
  -17%	-2%	-3%
58) CC1=C(C(N)=O)C(c2ccco2)C(C(N)=O)=C(C)N1
  7%	4%	-8%
59) CC(=O)C(C(C)=O)c1cc(NS(=O)(=O)c2ccccc2)ccc1NS(=O)(=O)c1ccccc1
  -10%	0%	-1%
60) CC(C)[C@H](NC(=O)OCc1ccccc1)C(=O)NCc1ccccc1
  3%	0%	0%

# The closing two records of the part before lead into the next.
# The line under a structure holds: N370S GC mod	GCN5L2 inh	FEN1 inh
59) CC(=O)C(C(C)=O)c1cc(NS(=O)(=O)c2ccccc2)ccc1NS(=O)(=O)c1ccccc1
  -10%	0%	-1%
60) CC(C)[C@H](NC(=O)OCc1ccccc1)C(=O)NCc1ccccc1
  3%	0%	0%
61) COc1ccc(CNC(=O)c2c(Nc3ccc(OC)cc3OC)sc(C(=O)c3ccc(Cl)cc3)c2N)cc1
  .	-16%	-1%
62) COc1ccc(CCNC(=O)COc2cc(O)c3c(c2)OC(C)(C)CC3=O)cc1OC
  0%	7%	0%
63) COc1ccccc1OCc1ccc(C(=O)Nc2ccccc2)cc1
  .	1%	24%
64) Cc1nc(N2CCN(S(=O)(=O)c3ccccc3C#N)CC2)c2c(-c3cccs3)csc2n1
  ?	-9%	-18%
65) COC(=O)/C=C/c1c(C)[nH]c(=O)[nH]c1=O
  2%	-8%	2%
66) O=C1c2ccccc2C(=O)N1CCc1nc2ccccc2c(=O)n1CCCn1ccnc1
  3%	2%	-15%
67) Cc1cnc(C(=O)N2CCN(S(=O)(=O)c3ccc4ccccc4c3)CC2)cn1
  -3%	-4%	4%
68) COc1ccc(C(C(=O)NC(C)(C)C)N(C(=O)CCC(=O)Nc2ccccn2)C2CCCCC2)cc1 (stereo not drawn)
  -6%	-2%	-8%
69) CC1(C)CC2CC(C)(CN2S(=O)(=O)c2ccc(C(=O)Nc3ccc(Cl)c(S(=O)(=O)N4CCOCC4)c3)cc2)C1 (stereo not drawn)
  5%	?	3%
70) COc1ccccc1CC(=O)Nc1ccc(-c2noc(COc3ccc(Br)cc3)n2)cc1
  .	-13%	9%
71) CCOc1ccccc1NC(=O)c1ccc(-n2cncn2)nc1
  1%	-15%	22%
72) Cc1ccc(C(=C2C3C=CC2C2C(=O)NC(=O)C32)c2ccc(C)cc2)cc1 (stereo not drawn)
  5%	-8%	?
73) CCOC(=O)CSc1nc(Cc2ccccc2)nc2ccccc12
  ?	-4%	-17%
74) O=C(Cn1c(=O)n(-c2ccc(F)c(Cl)c2)c(=O)c2sc3ccccc3c21)NC1CCCC1
  .	1%	-5%
75) COc1cc(Br)c(Br)cc1N
  0%	-6%	1%
76) COc1ccc(/C(O)=C2/C(=O)C(=O)N(Cc3cccnc3)C2c2ccco2)cc1OC (stereo not drawn)
  -4%	-15%	-10%
77) CC(C)(C)N(Cc1ccccc1)C(=O)c1cccs1
  -4%	-11%	8%
78) Cn1c(SCC(=O)Nc2ccccc2Cl)nnc1C1CC1
  -4%	-2%	0%
79) Cc1cc(S(=O)(=O)Nc2ccccc2C(=O)O)ccc1Cl
  12%	2%	6%
80) Cc1ccc(C)c(NC(=O)c2ccc(=O)n(Cc3ccc(F)cc3)c2)c1
  .	-1%	14%

# Continuation.
# The line under a structure holds: N370S GC mod	GCN5L2 inh	FEN1 inh
81) O=C(c1ccccc1)n1nc(-c2ccco2)nc1NCc1cccs1
  .	-1%	19%
82) FC(F)(F)c1nnc2ccc(NCc3cccnc3)nn12
  4%	3%	-1%
83) CCCNC(=O)c1ccc2c(=O)c(O)c(-c3ccc(F)cc3)[nH]c2c1
  -3%	1%	?
84) O=C(CSc1ccc(Cl)cc1)N1N=CCC1c1ccccc1 (stereo not drawn)
  13%	-8%	-16%
85) CCCC(=O)NCCc1ccc(F)cc1
  .	-1%	0%
86) O=C(NC1CCCc2ccccc21)c1cc(S(=O)(=O)N2CCOCC2)ccc1F (stereo not drawn)
  -11%	-6%	1%
87) CCOC(=O)c1cc(S(=O)(=O)N2CC(C)CC(C)C2)cn1C (stereo not drawn)
  -1%	-10%	-9%
88) Cc1cc(C)nc(SCC(N)=O)n1
  -6%	22%	3%
89) COc1ccc(CCN2C(=O)CC(N3CCN(c4ccccn4)CC3)C2=O)cc1OC (stereo not drawn)
  3%	-3%	2%
90) O=C(NCC1CCC(C(=O)O)CC1)c1cccnc1 (stereo not drawn)
  -4%	-4%	1%
91) COc1ccc(C2/C(=C(/O)c3ccc(S(=O)(=O)N4CCOCC4)cc3)C(=O)C(=O)N2CCN2CCOCC2)cc1 (stereo not drawn)
  -1%	-8%	-6%
92) O=C(CCS(=O)(=O)c1ccc(Br)s1)NCc1ccc2c(c1)OCO2
  3%	-3%	-4%
93) CCc1cccc(C)c1NC(=O)c1cc(S(=O)(=O)NCc2ccccc2Cl)ccc1F
  .	0%	-16%
94) COc1cccc(CC(=O)Nc2ccc(S(=O)(=O)Nc3nc(C)cc(C)n3)cc2)c1
  -7%	-5%	14%
95) CC(CC(=O)Nc1nnc(CC(C)(C)C)s1)c1ccccc1 (stereo not drawn)
  10%	-4%	-12%
96) Cc1noc(C)c1C(=O)Nc1ccccc1N1CCCC1
  .	-3%	-3%
97) O=C(c1cc2cc(F)ccc2[nH]1)N1CCC(Cc2ccccc2)CC1
  2%	-7%	-1%
98) N#CCC(=O)Nc1ccc(C(=O)NNC(=S)NC2CC2)cc1
  -12%	?	3%
99) COC(=O)c1ccc(COc2ccccc2/C=C(\C#N)C(=O)NC(C)C)cc1
  5%	3%	-6%

# Profiles, quoted from the list.
# Shown for COc1cccc(CC(=O)Nc2ccc(S(=O)(=O)Nc3nc(C)cc(C)n3)cc2)c1 : N370S GC mod = -7%; GCN5L2 inh = -5%; FEN1 inh = 14%
# Shown for CCOC(=O)c1cc(S(=O)(=O)N2CC(C)CC(C)C2)cn1C (stereo not drawn) : N370S GC mod = -1%; GCN5L2 inh = -10%; FEN1 inh = -9%
